# RECQ1 helicase: qHTS Assay for Inhibitors of RecQ-Like Dna Helicase 1 (RECQ1); RECQ1 DNA unwinding, red fluorescence kinetic read; Potency, µM (highest dose often 57.3 µM), without a hit: top-dose activity, negative = inhibition, actives largely listed as inhibitors; actives 0.54% (n = 240,000); AID 2549, 2010;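 further: plate controls were vehicle for no effect and no enzyme for full effect; nearly all actives have a fitted effect of over 30% in size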
#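 RECQ1T1 50 nM; forked duplex (20 bp + 30-nt ss tails) 200 nM, ATP 2 mM final; pH 8.0, 2 mM MgCl2, 2.5 ug/ml poly(dI-dC); 15 min compound preincubation; discontinuous kinetic read over 2 h at RT.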
# Tau FP inhib: qHTS for Inhibitors of Tau Fibril Formation, Fluorescence Polarization. Microtubule-associated protein tau (Homo sapiens), P10636. K18 P301L tau heparin fibrillization, Alexa594 FP, 6 h. Potency, µM (highest dose often 57.7 µM), without a hit: at the highest dose activity, negative = inhibition, most hits filed as inhibitors. actives 0.39% (n = 280,000). AID 1468, 2008; further: nearly all actives have a fitted effect of over 55% in size
# Target sequence (P10636 561-689 P618L limits assumed): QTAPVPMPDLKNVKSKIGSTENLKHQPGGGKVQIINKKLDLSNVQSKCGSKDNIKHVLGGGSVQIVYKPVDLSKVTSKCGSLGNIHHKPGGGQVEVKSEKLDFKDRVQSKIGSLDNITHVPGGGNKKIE
#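 K18 P301L tau (15 uM unlabeled/0.24 uM Alexa 594-labeled, final) + compound + heparin 20 uM final; 100 mM NaOAc pH 7; 6 hr 37 C; ThT 30 uM final added, 1 hr RT; FP ex 555/em 632 nm.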
# Tau fibril ThT: qHTS for Inhibitors of Tau Fibril Formation, Thioflavin T Binding; Microtubule-associated protein tau (Homo sapiens), P10636; recombinant tau K18 P301L (four-repeat tau fragment), heparin-induced fibrillization, ThT fluorescence; Potency, µM (series often up to 57.4 µM), without a hit: at the highest dose activity, negative = inhibition, most hits filed as inhibitors; actives 2.1% (n = 270,000); AID 1460, 2008; further: nearly all actives have a fitted effect of over 55% in size
#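 Heparin-induced fibrillization of the P301L-mutant K18 repeat-domain fragment of human tau was followed by ThT binding in quantitative high-throughput format.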
# GoLoco inh red: qHTS Assay for Inhibitors of RGS12 GoLoco Motif Activity (Red Fluorophore) | Potency, µM (series often up to 61.6 µM), for inactives: top-dose activity, negative = inhibition, actives largely listed as inhibitors | actives 0.44% (n = 230,000) | AID 880, 2007 | Gai1:RGS12 GoLoco peptide FP, rhodamine, 10 min; active means well fitted inhibition curve with a large enough effect, not every such curve was filed as active; inactive means no such curve, though single readings can be large or run the other way; further: nearly all actives have a fitted effect of over 30% in size; many of its hits are not listed in these tables
# TRb SRC2 PPI: qHTS for Inhibitors of the Interaction of Thyroid Hormone Receptor and Steroid Receptor Coregulator 2. Thyroid hormone receptor beta (Homo sapiens), P10828. TRbeta-SRC2 peptide binding, fluorescence polarization; receptor liganded with 1 µM T3. Potency, µM (doses to about 106 µM), for the others: top-dose activity change, negative = inhibition, hits mostly inhibitors. actives 0.065% (n = 280,000);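 further: plate controls were bound peptide for no effect and peptide without receptor for full effect; nearly all actives have a fitted effect of over 50% in size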
# Target sequence (P10828 whole entry, looked up): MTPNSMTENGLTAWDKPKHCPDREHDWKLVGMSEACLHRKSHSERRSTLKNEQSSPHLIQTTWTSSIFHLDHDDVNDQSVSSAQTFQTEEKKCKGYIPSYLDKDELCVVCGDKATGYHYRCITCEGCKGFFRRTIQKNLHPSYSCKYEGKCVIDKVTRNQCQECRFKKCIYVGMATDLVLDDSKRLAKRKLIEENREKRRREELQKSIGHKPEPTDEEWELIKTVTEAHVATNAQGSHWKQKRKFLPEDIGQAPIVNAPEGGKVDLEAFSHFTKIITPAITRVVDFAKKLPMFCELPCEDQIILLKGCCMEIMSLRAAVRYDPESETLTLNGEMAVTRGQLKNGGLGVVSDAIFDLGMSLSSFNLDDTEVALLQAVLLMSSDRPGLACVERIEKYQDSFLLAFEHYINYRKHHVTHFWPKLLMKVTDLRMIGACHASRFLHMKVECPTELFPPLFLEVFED
#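 Compounds were added to 0.6 uM TRb ligand-binding domain and 20 nM Texas Red-labeled SRC2 peptide in Tris buffer containing 1 uM T3, incubated 5 hr at ambient temperature, then read by fluorescence polarization.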
# L3MBTL1 inh: qHTS Assay for the Inhibitors of L3MBTL1. Lethal(3)malignant brain tumor-like protein 1 (Homo sapiens), Q9Y468. AlphaScreen L3MBTL1–H3K9me1 peptide binding. Potency, µM (doses to about 57.1 µM), for the others: at the highest dose activity, negative = inhibition, actives largely listed as inhibitors. actives 0.66% (n = 230,000). AID 485360, 2010; further: nearly all actives have a fitted effect of over 60% in size
#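 First, the protein-peptide complex forms for 30 min at room temperature (L3MBTL1 50 nM, biotinylated H3K9me1 peptide 75 nM). Next, compounds are pin-transferred and incubated 30 min. Finally, AlphaScreen beads are added and read after 30 min.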
# TR SRC2 fluor cs: Total Fluorescence Counterscreen for Inhibitors of the Interaction of Thyroid Hormone Receptor and Steroid Receptor Coregulator 2; TRb/SRC2 Texas Red total fluorescence interference; actives 0.29% (n = 280,000); Potency, µM (series often up to 106 µM), inactives show top-dose fluorescence change, negative = quenching; active means well fitted curve in either direction with a large enough effect; inconclusive means small, poorly fitted or top-dose-only effect
#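 Flags fluorescent or light-absorbing compounds by total fluorescence, S + 2P, at 555 nm excitation and 632 nm emission. Mixture: 20 nM Texas Red SRC2 peptide, 0.6 uM human TRb LBD, 1 uM T3, 5% DMSO; compound exposure 5 h at ambient temperature.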
# JMJD2E inh: qHTS Assay for Inhibitors of Human Jumonji Domain Containing 2E (JMJD2E) | actives 1.6% (n = 230,000) | AID 2147, 2009 | Potency, µM (titrated, usually from 57.1 µM), for the others: at the highest dose activity change, negative = inhibition, usual class: inhibitors | JMJD2E catalytic domain, FDH-coupled NADH fluorescence (FDH is formaldehyde dehydrogenase); active means well fitted inhibition curve with a large enough effect, not every such curve was filed as active; inconclusive means small, poorly fitted or top-dose-only effect, or another doubt; inactive means no such curve, though single readings can be large or run the other way;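 further: 0% = wells with enzyme and -100% = buffer wells without enzyme; nearly all actives have a fitted effect of over 50% in size; many of its hits are not listed in these tables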
# Target sequence (B2RXH2 1-337 limits assumed): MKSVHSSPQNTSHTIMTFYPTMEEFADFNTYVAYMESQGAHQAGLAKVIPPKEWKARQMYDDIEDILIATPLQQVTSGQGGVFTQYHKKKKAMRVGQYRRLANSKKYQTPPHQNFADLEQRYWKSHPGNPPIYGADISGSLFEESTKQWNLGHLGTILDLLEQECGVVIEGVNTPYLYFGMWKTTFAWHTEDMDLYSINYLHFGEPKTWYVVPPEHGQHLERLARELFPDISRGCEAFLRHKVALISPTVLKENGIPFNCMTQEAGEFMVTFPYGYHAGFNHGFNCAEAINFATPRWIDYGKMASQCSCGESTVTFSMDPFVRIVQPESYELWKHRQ
# Active calls of the source: *; i = inactive; ? = inconclusive; / = not tested or not shown; [ ] = another dose, or the depositor's remark. Unless noted, the call rests on the fitted dose curve; in most records, active means well fitted curve in the direction sought with a large enough effect; inconclusive means small, poorly fitted or top-dose-only effect, or another doubt; inactive means no such curve, though single readings can be large; an effect the other way counts as inactive or inconclusive. Unless noted, on the % scale 0 is the no-effect control and ±100 the full control effect; potency means the concentration at half of the fitted maximal effect. This is a subset, so the mix of outcomes need not match the whole.
SMILES,RECQ1 helicase,Tau FP inhib,Tau fibril ThT,GoLoco inh red,TRb SRC2 PPI,L3MBTL1 inh,TR SRC2 fluor cs,JMJD2E inh
Cc1cccc(NS(=O)(=O)c2nnc(NC(=O)C3CCCCC3)s2)c1,/,-12%,?,/,-1%,4%,1%,/
O=C(Cc1ccccc1)Nc1ccc(N2CCOCC2)cc1N1CCOCC1,-6%,3%,-3%,-5%,-11%,-6%,2%,-1%
CCc1ccc(N(C(=O)c2snc(C(N)=O)c2N)C(C(=O)NCC2CCCO2)c2cccs2)cc1 (stereo not given),-7%,7%,-12%,39%[activator],4%,-3%,-1%,?
COc1ccc(/C=N/Nc2ncc(-c3ccccc3)cn2)c(OC)c1,-13%,-4%,?,4%,1%,-5%,-4%,-3%
C=CCNS(=O)(=O)c1nc(C)c(Cl)c(C)c1C#N,-4%,6%,3%,9%,-15%,-3%[11.4 µM],0%,1%
COc1ccccc1CNC(=O)CCC1N=C2c3ccccc3N=C(SCC(=O)Nc3ccc(N(C)C)cc3)N2C1=O (stereo not given),/,-1%,?,/,1%,/,-3%,/
COc1ccc(-n2c(=O)c3ccccc3n(CC(=O)NCCc3ccccc3)c2=O)c(OC)c1,/,-4%,-4%,/,-3%,/,-1%,/
Cc1ccc(CNC(=O)c2c(Nc3ccccc3C)sc(C(=O)c3ccc(F)cc3)c2N)cc1,/,9%,?,/,0%,/,-18%,/
Cc1cc(C)n2c3c(c(C#N)c2n1)CCCC3,-1%,1%,-16%,-4%,-11%,-2%,3%,?
O=[N+]([O-])c1ccc(/C=N/Nc2nc(N3CCCC3)nc(N3CCCC3)n2)o1,-1%,-6%,18µM*,104%[activator],-3%,/,-4%,?
O=C(Nc1ccc(F)cc1F)c1ccc(-n2cnc3cccnc32)cc1,/,-6%,-10%,/,1%,/,-1%,/
O=C(c1ccccc1)c1cc([N+](=O)[O-])ccc1N1CCOCC1,-10%,7%,-8%,2%,12%,-5%,0%,8%
CC(=O)c1nn(-c2cccc(Br)c2)cc1C(=O)c1ccc2ccccc2c1,0%,-8%,2%,-1%,-5%,5%,2%,-4%
C=CCn1c(=O)c2ccccc2n2c(SCC(=O)Nc3cc(C)on3)nnc12,-1%,3%,-19%,10%,3%,0%[11.4 µM],-3%,-14%
Cc1cc(C)n(C(C)CC(=O)Nc2ccc(Cl)cc2C)n1 (stereo not given),/,2%,4%,/,-5%,/,-1%,/
COc1cccc(-c2nc(-c3ccc(NC(=O)c4cccnc4)cc3)no2)c1,i,-14%,-15%,7%,0%,5%,1%,?
COc1ccc(CNC(=O)c2ccccc2NS(C)(=O)=O)cc1,-11%,8%,0%,16%,-1%,6%[11.4 µM],-3%,?
CSc1ccc(/C=N/Nc2nc(C)cc(C)n2)cc1,-1%,3%,-18%,7%,-4%,/,-4%,-7%
COc1cccc(-n2nnnc2SCC(=O)NCc2ccc3c(c2)OCO3)c1,?,-1%,-3%,2%,7%,-3%,-2%,1%
Cc1cc(C)c(NC(=O)Nc2csc3c2CCCC3)c(C)c1,/,-12%,1%,/,2%,/,-11%,/
O=C(Nc1ccccc1Br)c1ccccc1-c1ccccc1,-9%,-10%,-13%,2%,-1%,15%,-2%,-1%
N#Cc1c(C(F)(F)F)cc(-c2ccccc2)[nH]c1=O,-14%,1%,9%,7%,-5%,1%,-2%,?
COc1ccc(OC)c(-n2c(SCC(C)=O)nnc2-c2cccc(S(=O)(=O)N(C)C)c2)c1,-3%,2%,-1%,4%,-6%,-7%,0%,8%
CCNc1nnc(CSc2nc3ccccc3s2)s1,1%,-4%,?,-4%,-4%,3%,-6%,-2%
CCCOc1ccc(CSc2nnc(CCC)n2N)cc1,i,-3%,-11%,7%,-2%,1%,-2%,-1%

# Three records picked at random from the list so far:
SMILES,RECQ1 helicase,Tau FP inhib,Tau fibril ThT,GoLoco inh red,TRb SRC2 PPI,L3MBTL1 inh,TR SRC2 fluor cs,JMJD2E inh
Cc1ccc(CNC(=O)c2c(Nc3ccccc3C)sc(C(=O)c3ccc(F)cc3)c2N)cc1,/,9%,?,/,0%,/,-18%,/
C=CCn1c(=O)c2ccccc2n2c(SCC(=O)Nc3cc(C)on3)nnc12,-1%,3%,-19%,10%,3%,0%[11.4 µM],-3%,-14%
O=C(Nc1ccccc1Br)c1ccccc1-c1ccccc1,-9%,-10%,-13%,2%,-1%,15%,-2%,-1%

# The list goes on:
SMILES,RECQ1 helicase,Tau FP inhib,Tau fibril ThT,GoLoco inh red,TRb SRC2 PPI,L3MBTL1 inh,TR SRC2 fluor cs,JMJD2E inh
CCCSCCCNC(=O)C1CCN(c2nn3cc(-c4ccc(F)cc4)nc3s2)CC1,/,-10%,?,/,3%,/,-23%,/
CCOC(=O)C(=N/O)/C(C)=N/NC(=O)C(=O)Nc1cc(Cl)ccc1Cl,-5%,5%,?,-5%,0%,25µM*,0%,-12%
Cc1ccc(Nc2nc(Oc3ccc(OCc4ccccc4)nn3)nc(N3CCOCC3)n2)cc1,i,-2%,0%,0%,4%,/,-1%,9%
CC1=[N+](C)c2c(ccc3cccnc23)C1(C)C,?,?,7.1µM*,224%[activator],25µM*,?,11µM*[fluorescent],?
COC(=O)c1ccc(-c2noc(CN(Cc3nccn3C)C(C)C)n2)cc1,-3%,-4%,-2%,45%[activator],1%,0%,1%,0%
Cc1ccc(CC(=O)Nc2ccc(F)c([N+](=O)[O-])c2)cc1,?,1%,-5%,5%,1%,-1%,1%,-1%
CCOC(=O)NC1(C(F)(F)F)NC(=O)N(c2ccc(C)c(C)c2)C1=O (stereo not given),/,-4%,-26%,/,5%,/,3%,/
CCC(C)(C)n1nnnc1C(c1ccccc1)N1CCc2ccccc2C1 (stereo not given),-5%,1%,-13%,-11%,-3%,/,-1%,-2%
Cc1ccc(Nc2nc(N)c([N+](=O)[O-])c(NCCO)n2)cc1,-1%,2%,?,5%,1%,1%,-4%,2%
CCOC(=O)CNC(=O)CSc1nnc(C)c(=O)[nH]1,-4%,1%,-9%,-2%,-3%,8%,-2%,-4%
O=C(COc1ccc(Br)cc1)Nc1nnc(-c2cccnc2)s1,-2%,-13%,?,15%,-4%,-4%,-3%,-9%
C=CCn1c(CSc2nc3ccccc3s2)nnc1SCC(=O)OCC,0%,3%,-12%,8%,-1%,8%,0%,5%
NNC(=O)c1cc2cc(OC(F)(F)F)ccc2[nH]1,-4%,-2%,0%,6%,-1%,-9%,-1%,?
Cc1ccccc1NC(=O)NC1CCCCC1C (stereo not given),i,-11%,-4%,8%,6%,-1%,-2%,-1%
Cc1cc(C)nc(NS(=O)(=O)c2ccc(NC(=S)NC(=O)C3CCCC3)cc2)n1,i,6%,-3%,5%,-2%,/,-3%,4%
Cc1cc(C)cc(NS(=O)(=O)c2ccc(-c3cc(C)no3)cc2)c1,/,?,2%,/,2%,/,-2%,/
O=C(Nc1ccc(F)cc1)C1CCN(S(=O)(=O)c2ccc3c(c2)CCCN3C(=O)C2CCC2)CC1,/,-8%,5%,/,0%,/,1%,/
CCCn1c(SCc2nc3ccccc3s2)n[nH]c1=O,9%,2%,2%,113%[activator],0%,-12%,-1%,-4%
Cn1ccc2c([N+](=O)[O-])cccc2c1=O,-1%,-1%,-8%,9%,-7%,/,-2%,-1%
C=CCN(CC=C)c1nc2ccccc2nc1C(C#N)C(=O)OCCOC (stereo not given),-5%,-2%,?,26%,0%,-8%,4%,?
Clc1ccc(CSc2nnc([C@@H]3CCCN3)o2)cc1Cl,7%,1%,4%,1%,-1%,-4%,-3%,-1%
COC(C[C@H]1O[C@@H]1[C@@H](O)COCc1ccccc1)OC,-5%,2%,6%,2%,-2%,/,-1%,7%
CCC(=O)Nc1ccccc1-c1nc2ccccc2n(C(CC)C(=O)Nc2cccc(C(C)=O)c2)c1=O (stereo not given),/,5%,2%,/,4%,/,2%,/
CC1CCN(c2ccc(-c3cccc(NS(=O)(=O)c4ccc(Cl)s4)c3)nn2)CC1,/,?,2%,/,2%,/,-3%,/
CS(=O)(=O)c1ccc2nc(NC(=O)Nc3ccc(Cl)cc3)sc2c1,?,-20%,5%,10%,4%,11%,-2%,?
# The list continues:
SMILES,RECQ1 helicase,Tau FP inhib,Tau fibril ThT,GoLoco inh red,TRb SRC2 PPI,L3MBTL1 inh,TR SRC2 fluor cs,JMJD2E inh
COc1ccc(-c2cc(C(F)F)n3ncc(C(=O)Nc4c(C)n(C)n(-c5ccccc5)c4=O)c3n2)cc1,5%,-3%,0%,4%,0%[53 µM],2%,0%[53 µM],-19%
CCOC(=O)c1c(C)[nH]c(C(=O)COC(=O)COc2ccccc2C=O)c1C,-17%,6%,?,16%,13%,0%,-2%,4%
COc1cccc(NC(=O)Cn2cnc3sc(C)c(S(=O)(=O)N4CCCCC4)c3c2=O)c1,i,3%,-2%,2%,-8%,/,-3%,6%
COC(=O)C1=C(N)Oc2cc(C)n(CC3CCCO3)c(=O)c2C1c1ccc(Cl)cc1 (stereo not given),6%,3%,-17%,8%,-4%,-4%,-2%,-6%
Cc1ccc(-n2ncc3c(NCCc4ccc(S(N)(=O)=O)cc4)ncnc32)cc1,/,0%,7%,/,-7%,/,-1%,/
CCn1c(CNc2ccc(Cl)cc2)nnc1SCc1ccc(Cl)cc1,-16%,11%,-10%,0%,7%,-1%,-4%,-1%
S=c1[nH]c(-c2ccccc2)cn1/N=C/c1cccs1,-3%,-11%,?,-1%,-10%,42%,-16%,?
CCCC12CN3CC(C)(CN(C1)C3c1cn(CC)c3ccccc13)C2=O (stereo not given),/,9%,0%,/,-4%,/,-1%,/
C#CCCCCCCCCCCCc1ccco1,-14%,-8%,-9%,-4%,0%,/,0%,-5%

# High-throughput results as filed in PubChem BioAssay.
